# High-throughput results deposited in PubChem by National Center for Advancing Translational Sciences (NCATS).
# EPAC2 agonist: qHTS for Agonist of cAMP-regulated guanine nucleotide exchange factor 4 (EPAC2): primary screen; AID 720711, 2013; EPAC2 activation, biochemical qHTS; response scale: 100% = 6.5 mM cAMP response; hit rate 0.079% among 360,000; Potency, µM (titrated, usually from 154 µM), without a hit: at the highest dose activation, hits mostly activators; further: potency means the concentration at half of the fitted maximal effect; nearly all actives have a fitted effect of over 50% in size
# Target sequence (Q8WZA2 whole entry, looked up): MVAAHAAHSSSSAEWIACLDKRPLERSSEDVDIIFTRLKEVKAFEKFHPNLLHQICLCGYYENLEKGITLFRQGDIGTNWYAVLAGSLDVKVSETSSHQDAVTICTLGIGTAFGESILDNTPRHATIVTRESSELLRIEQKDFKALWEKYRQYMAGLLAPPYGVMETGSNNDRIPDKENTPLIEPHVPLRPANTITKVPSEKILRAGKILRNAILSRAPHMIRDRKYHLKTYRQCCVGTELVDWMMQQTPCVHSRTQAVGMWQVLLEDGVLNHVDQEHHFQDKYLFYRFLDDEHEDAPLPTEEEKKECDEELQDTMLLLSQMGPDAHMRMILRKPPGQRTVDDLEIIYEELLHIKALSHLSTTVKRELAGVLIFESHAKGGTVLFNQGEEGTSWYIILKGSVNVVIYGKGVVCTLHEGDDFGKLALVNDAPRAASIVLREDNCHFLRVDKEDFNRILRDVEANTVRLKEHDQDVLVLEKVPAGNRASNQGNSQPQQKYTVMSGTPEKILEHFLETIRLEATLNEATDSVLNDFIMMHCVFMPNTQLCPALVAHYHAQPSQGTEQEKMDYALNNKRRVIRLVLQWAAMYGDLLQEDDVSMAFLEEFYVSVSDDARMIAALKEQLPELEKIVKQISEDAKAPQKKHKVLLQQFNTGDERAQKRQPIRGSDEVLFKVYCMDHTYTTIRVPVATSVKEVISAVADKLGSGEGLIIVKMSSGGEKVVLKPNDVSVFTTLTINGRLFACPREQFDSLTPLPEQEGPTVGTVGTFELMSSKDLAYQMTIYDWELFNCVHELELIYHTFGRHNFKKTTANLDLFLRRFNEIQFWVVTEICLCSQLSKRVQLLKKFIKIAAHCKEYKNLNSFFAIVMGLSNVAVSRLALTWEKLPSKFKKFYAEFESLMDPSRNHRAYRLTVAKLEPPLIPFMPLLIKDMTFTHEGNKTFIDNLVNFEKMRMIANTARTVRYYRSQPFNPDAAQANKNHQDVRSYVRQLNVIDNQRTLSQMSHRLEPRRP
#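 Readout is BODIPY fluorescence (480 nm excitation, 540 nm emission), which falls as labeled GDP is exchanged off Rap1B. EPAC2 at 100 nM acted on 250 nM RAP1B-BODIPY-GDP with 50 uM GDP present.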
# MmCpn inh: Inhibitors of TCP-1 ring complex (TRiC) of Methanococcus maripaludis (MmCpn): qHTS; AID 504842, 2011; purified Mm-Cpn ATPase, ADP Transcreener TR-FRET; Potency, µM (top dose mostly 76.9 µM), for inactives: at the top dose activity, negative = inhibition, hits mostly inhibitors; hit rate 0.031% among 330,000; Chaperonin Mm-Cpn (Methanococcus maripaludis); further: potency means the concentration at half of the fitted maximal effect; on the % scale 0 is the no-effect control and ±100 the full control effect; nearly all actives have a fitted effect of over 80% in size
#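 ATPase read-out: TR-FRET ADP immunoassay (anti-ADP Eu cryptate vs ADP-d2), ex 320 nm, em 590/665 nm; signal drops as ADP forms. Enzyme 25 nM, ATP 10 uM, 30 min at 37°C after 10 min compound preincubation.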
# Akt phos inh: HTS Assay for Inhibitors of Akt Phophorylation: Primary Screen | Neuro2A IGF-stimulated pAkt S473 HTRF, 20 min; stronger effect = lower value | activity change, % for hits at 50 µM | hit rate 0.32% among 360,000 | AID 651550, 2012; in the data active means activity change below about -80%; inconclusive means mostly about -51% to -80%; further: on the % scale 0 is the no-effect control and ±100 the full control effect
#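 Neuro2A cells in DMEM with 0.5% FBS, overnight at 37 deg C, given compound at single 50 µM final, then IGF (6 nM final) for 20 min at 37 deg C. Lysed; phospho-Akt Ser473 by HTRF after 24 h, 665/615 ratio.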
# A549 viability: Nrf2 qHTS screen for inhibitors: counterscreen for cytotoxicity; A549 ARE-Fluc cells, CellTiter-Fluor viability, 18-24 h; Potency, µM (doses to about 46 µM), for the others: at the highest dose activity change, negative = cytotoxicity, usual class: inhibitors; hit rate 0.16% among 390,000; AID 504648, 2011; further: potency means the concentration at half of the fitted maximal effect; on the % scale 0 is the no-effect control and ±100 the full control effect
#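 A549 ARE-Fluc cells in 5% FBS OPTI-MEM, 5000 cells/well, rested 2 h then exposed to compounds in concentration-response for 18-24 h at 37 °C. Viability by CellTiter-Fluor fluorescence (Ex 405/Em 525) after 30 min; luciferase luminescence (BugLite, 15 min, RT) read afterwards.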
# Nrf2 block: Nrf2 qHTS screen for inhibitors | hit rate 2.1% among 360,000 | A549 ARE-Fluc reporter, luciferase luminescence, 18-24 h | AID 504444, 2011 | Potency, µM (highest dose often 46 µM), without a hit: at the highest dose activity change, negative = inhibition, hits mostly inhibitors; further: potency means the concentration at half of the fitted maximal effect; on the % scale 0 is the no-effect control and ±100 the full control effect; nearly all actives have a fitted effect of over 60% in size
#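 Cells were seeded and rested 2 h, then exposed to compounds for 18-24 h. CellTiter-Fluor was read first as a viability measure. BugLite was added 15 min before the final luminescent read of ARE-luciferase activity in A549 cells.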
# CCT chaperon mod: High-Throughput Screening for Modulators of Cytosolic Chaperonin Activity. purified chaperonin ATPase assay, HTRF ADP detection, 30 min. activity change, % (concentration not given with the values), hits read low. hit rate 0.3% among 360,000; in the data active means activity change below about -30%; further: on the % scale 0 is the no-effect control and ±100 the full control effect
#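 TRiC (40 or 20 nM final, by batch activity) in 30 mM Tris pH 7.4, 100 mM KCl, 5 mM MgCl2, 1 mM DTT was treated with compound at 76 uM single dose, then 10 uM ATP, 30 min at 37 °C. ADP was read by HTRF Transcreener.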
# TGFb SMAD3 inh: qHTS for Inhibitors of TGF-b; hit rate 1.2% among 410,000; HepG2 CAGA-GFP TGF-b/SMAD3 reporter, GFP fluorescence, 18 h; TGF-beta stimulated, 500 pg/mL final; Potency, µM (top dose mostly 46.1 µM), for inactives: at the highest dose activity, negative = inhibition, usual class: inhibitors; further: potency means the concentration at half of the fitted maximal effect; on the % scale 0 is the no-effect control and ±100 the full control effect; nearly all actives have a fitted effect of over 65% in size
#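 TGF-beta reporter screen: HEPG2 CAGA-GFP, 1% FBS, 500 pg/mL TGF-beta final, 18 h; per-cell GFP summed per well; curves fitted and categorized by class.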
# Nrf2 activator: qHTS of Nrf2 Activators. AREc32 ARE-luciferase reporter (MCF7-derived line), luminescence, 24 h. Potency, µM (highest dose often 46.1 µM), for inactives: at the top dose activation, most hits filed as activators. hit rate 0.31% among 410,000. AID 624171, 2012; further: potency means the concentration at half of the fitted maximal effect; % of control where 0% means no effect; nearly all actives have a fitted effect of over 65% in size
#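 Steps: seed AREc32_Fluc cells (1000/well, 5% FBS OPTI-MEM); incubate overnight at 37 deg C; add 23 nL compound; incubate 24 hr; add Steady-Glo; hold 30 min RT; read luminescence.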
# EPAC2 antag: qHTS for Antagonist of cAMP-regulated guanine nucleotide exchange factor 2 (EPAC2): primary screen; hit rate 0.18% among 360,000; Rap guanine nucleotide exchange factor 4 (Homo sapiens), Q8WZA2; Potency, µM (highest dose often 114 µM), for the others: at the highest dose activity, negative = inhibition, most hits filed as inhibitors; EPAC2 GEF exchange of Rap1B-BODIPY-GDP, fluorescence; further: potency means the concentration at half of the fitted maximal effect; on the % scale 0 is the no-effect control and ±100 the full control effect; nearly all actives have a fitted effect of over 45% in size; many of its hits are not listed in these tables
# An asterisk follows results filed as active; i = inactive; ? = inconclusive; / = no result given; & = joins results of further samples. Unless noted, the call rests on the fitted dose curve; in most records, active means well fitted curve in the direction sought with a large enough effect; inconclusive means small, poorly fitted or top-dose-only effect, or another doubt; inactive means no such curve, though single readings can be large; an effect the other way counts as inactive or inconclusive.
SMILES,EPAC2 agonist,MmCpn inh,Akt phos inh,A549 viability,Nrf2 block,CCT chaperon mod,TGFb SMAD3 inh,Nrf2 activator,EPAC2 antag
CC(C)n1c(SCc2cc(=O)[nH]c3ccccc23)nc2c1c(=O)n(C)c(=O)n2C,9.8%,0.5%,i,-2.2%,-5.9%,-2.1,8.7%,-0.4%,-1.3%
CCOc1ccc(NC(=O)CCN2C(=O)c3ccccc3C2=O)cc1,16.1%,1.7%,i,5.9%,-12.4%,-1.7,2.6%,-0.6%,7.8%
CCC(CC)NC(=O)Cc1ccc(F)cc1,-3.6%,-0.3%,i,0.5%,-15.7%,-0.9,-2.9%,0.4%,0.6%
Cc1cc(Cl)c(S(=O)(=O)Nc2ccc(S(=O)(=O)N3CCOCC3)cc2)cc1OCC(N)=O,1.2%,-0.8%,i,4.0%,11.5%,1.2,11.4%,-0.8%,11.1%
COc1ccc(/C=C2\COc3ccccc3C2=O)c(OC)c1,17.5%,-0.9%,i,-10.3%,?,1.6,?,?,-17.7%
O=C(Nc1ccc(Br)cc1)N1CCCCCC1,2.8%,0.2%,i,-0.5%,19.7%,-2.4,-3.3%,-0.2%,4.4%
COc1ccccc1Nc1ncc(C(C)=O)c(C)n1,0.0%,1.9%,i,0.1%,?,-2.0,9.3%,-0.1%,4.8%
CN(CCc1ccccn1)C(=O)c1ccc(OC(F)(F)F)cc1,-0.2%,1.2%,i,7.9%,5.5%,0.1,11.2%,4.2%,-7.6%
NC(=O)c1nsc(C(=O)N(c2cccc(F)c2)C(C(=O)NCc2ccccc2)c2ccc(O)cc2)c1N (stereo not given),17.3%,1.6%,i,1.0%,0.9%,1.7,-7.6%,6.0%,-1.3%
CCN1CCN(CCCNC(=O)c2ccc(NC(=O)C3=C(C)OCCS3)cc2)CC1,-1.7%,0.9%,i,-0.7%,7.2%,-1.6,1.2%,0.2%,-7.9%
O=C(Nc1cccnc1)C1=NN(C2CCS(=O)(=O)C2)C(=O)CC1 (stereo not given),0.2%,-3.4%,i,4.5%,-8.3%,-0.3,4.4%,-0.4%,8.0%
CCOC(=O)c1sc2nc[nH]c(=O)c2c1C,2.6%,-0.1%,i,2.4%,-29.1%,-0.3,?,2.7%,1.8%
Cc1cccc(N=C2C(=O)Nc3c(Cl)cccc32)c1,6.7%,-5.2%,i,-0.1%,3.5%,-0.9,?,16.3%,-5.0%
O=C(NCc1ccco1)C1Cc2cc(Cl)ccc2O1 (stereo not given),11.7%,1.2%,i,-2.4%,11.4%,1.8,7.0%,3.8%,3.9%
CNC(=O)COC(=O)c1ccccc1Nc1ccccc1,14.9%,-2.8%,i,9.2%,12.5%,2.3,11.4%,2.8%,26.4%
COc1cccc(Cn2c(=O)sc3ccccc3c2=O)c1,14.6%,-0.9%,i,0.7%,-4.1%,1.7,-9.6%,5.6%,-25.0%
CN(CCO)c1ccc(C=NNc2ccc([N+](=O)[O-])cc2S(=O)(=O)Nc2ccccc2C(=O)O)cc1,1.5%,-0.9%,i,?,-2.8%,-1.8,-29.0%,1.8%,?
Cc1ccc(CN2C(=O)CCC2C(=O)NCCN2CCN(c3cccc(Cl)c3)CC2)cc1 (stereo not given),-5.2%,-0.2%,i,-2.8%,-9.5%,1.5,-26.2%,0.4%,11.3%
Cc1nnc(SCCn2c(N3CCCCCC3)nc3c2c(=O)[nH]c(=O)n3C)s1,1.3%,0.2%,i,-2.4%,9.5%,2.1,-1.3%,2.3%,13.0%
CC(=O)c1ccccc1OCc1ccc(C(=O)c2ccccc2)cc1,9.1%,-0.9%,i,2.1%,?,1.6,-29.1%,4.9%,-2.8%
CCCCN(C(=O)c1ccc2c(c1)NC(=O)CS2)c1ccccc1,7.5%,1.1%,i,-7.8%,?,1.8,-4.7%,0.0%,-5.0%
COc1ccc(CN2C(=O)c3ccccc3C2=O)cc1C(=O)O,3.6%,-0.1%,i,-1.5%,1.9%,-1.8,-9.1%,0.6%,0.6%
CC(C)(C)C(=O)c1cn(CC(=O)NCc2ccc3c(c2)OCO3)c2ccccc12,6.4%,1.4%,i,?,1.3%,0.0,-2.7%,3.6%,-0.8%
CC(C)(Oc1ccc(Cl)cc1)C(=O)OCc1nc2ccsc2c(=O)[nH]1,1.3%,1.2%,i,-7.3%,13.9%,-0.3,-1.2%,-0.1%,-3.9%
CCN(c1ccccc1)S(=O)(=O)c1ccc(NC(=O)C(C)(C)C)cc1,10.2%,-0.7%,/,-0.9%,/,-2.1,15.1%,0.4%,-12.3%
COc1cccc2c1C(=O)c1c(O)c3c(c(O)c1C2=O)CC(O)(C(C)=O)CC3OC1CC(N(C)C)C(O)C(C)O1 (stereo not given),8.8%,/,i,?,2.31µM*,-3.9,0.794µM*,-1.0%,20.6%
Cc1noc(C)c1C(=O)Nc1nc(-c2cc(F)ccc2F)cs1,7.4%,-22.9%,i,0.4%,?,-0.8,-14.7%,?,3.5%
CCOC(=O)C1CSC(CC(=O)Nc2ccc(OC(F)(F)F)cc2)C(=O)N1 (stereo not given),0.3%,3.9%,i,0.2%,-21.0%,0.2,0.7%,2.5%,3.0%
O=C(NCc1ccccc1)C1=C[C@@H](C2CCCCC2)C[C@@H](OCc2ccc(CO)cc2)O1,12.0%,/,i,?,?,-1.6,?,-0.3%,-12.2%
CCOC(=O)CC(NC(=O)CCc1c(C)nc2ncnn2c1C)c1ccc(OC(C)C)cc1 (stereo not given),-0.2%,-3.2%,i,2.4%&9.1%,-1.2%&12.5%,1.4,4.0%&-2.7%,0.0%&0.3%,2.1%
Cc1c(NS(=O)(=O)c2cccs2)cccc1-c1nc2cccnc2s1,21.5%,?,i,-2.8%,3.8%,-1.6,?,3.2%,-7.5%
COc1ccccc1NS(=O)(=O)c1ccc(C)c(NC(=O)NC2CCCCC2)c1,-10.0%,2.0%,i,-2.8%,?,-1.4,-13.6%,-0.5%,-11.3%
Cc1ccc(-c2nc3ncccc3o2)cc1NC(=O)c1cc2ccccc2o1,9.5%,0.0%,?,-6.8%,/,0.1,-22.6%,-0.6%,-0.8%
O=Cc1ccc(OC2OCCOC2Oc2ccc(C=O)cc2)cc1 (stereo not given),9.7%,1.1%,i,6.3%,6.4%,0.1,13.4%,3.8%,11.7%
COc1cccc(Nc2nc(-c3sc(N)nc3C)cs2)c1,17.4%,0.8%,i,-7.5%,14.7%,2.2,3.6%,5.8%,3.2%
COc1ccc(Cc2nnc(N/N=C/c3ccc(Br)cc3)[nH]c2=O)cc1OC,-0.9%,-1.4%,i,-2.9%,-11.9%,-0.4,-0.5%,0.6%,-3.1%
Cc1ccccc1NC(=O)COc1nsnc1N1CCOCC1,3.9%,1.7%,i,-2.0%,3.5%,-2.9,-21.0%,-0.2%,2.8%
O=C(Nc1cccn2nc(COCCO)nc12)C(c1ccccc1)c1ccccc1,9.2%,/,/,/,/,0.8,-1.0%,-0.8%,-9.1%
Cc1cc(C)c2c(C(C)(C)C)nn(-c3ccccc3)c2n1,3.6%,-1.0%,i,1.2%,11.9%,1.2,-1.7%,-0.7%,-22.0%
Cc1cc(C)cc(NC(=O)C2CCN(c3cc(C)nc4c(-c5ccc(Cl)cc5)c(C)nn34)CC2)c1,/,/,/,-4.6%,4.2%,/,-1.6%,-0.7%,/
CCN(CC)c1ccc(C2C3CCCCC3(O)CCN2C(=O)c2cccs2)cc1 (stereo not given),2.1%,-0.9%,i,-7.5%,?,0.3,0.4%,0.5%,?
COc1ccc(C)cc1NC(=O)C1C2C=CC(C2)C1C(=O)O (stereo not given),5.9%,0.9%,i,-1.4%,2.5%,-20.8,-8.1%,-0.6%,-10.6%
CCC(C(=O)N1CCOCC1)n1nc(C)c2sc3ccccc3c2c1=O (stereo not given),-5.4%,-0.4%,i,4.8%,13.2%,1.4,-0.4%,0.0%,6.3%
O=C(CSc1ncc(S(=O)(=O)c2ccc(Cl)cc2)c(=O)[nH]1)Nc1ccc2c(c1)OCCO2,/,/,/,11.0%,5.7%,/,1.9%,-0.8%,/
O=C(NC(=S)Nc1ccccc1Cl)c1cncc(C#Cc2ccccc2)c1,8.6%,-1.5%,i,4.2%,?,1.0,-1.9%,-0.1%,-8.7%
COc1ccc(CN(CCN2CCOCC2)C(=O)c2c(F)cccc2F)cc1OC,10.0%,?,i,1.2%,1.3%,1.3,13.8%,-0.3%,5.8%
c1ccc(OCCN2CCOCC2)cc1,8.9%,-0.4%,i,-4.3%,2.0%,-1.0,11.6%,-0.4%,6.5%

# These rows are one share of the data; count on the stated rates, not on these rows.
